# Screening data: PubChem BioAssay, The Scripps Research Institute Molecular Screening Center
# MITF primary: MITF inhibitors, primary screen, biochemical, AlphaScreen, human; Microphthalmia-associated transcription factor (Homo sapiens), O75030; AlphaScreen MITF homodimerization, bead proximity signal; inhibition, % at 2.6 µM; 650,000 compounds, 0.91% hits; AID 1259374, 2018; in the data active means inhibition above about 50%;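 further: 0% = vehicle wells with protein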
# Target sequence (O75030 whole entry, looked up): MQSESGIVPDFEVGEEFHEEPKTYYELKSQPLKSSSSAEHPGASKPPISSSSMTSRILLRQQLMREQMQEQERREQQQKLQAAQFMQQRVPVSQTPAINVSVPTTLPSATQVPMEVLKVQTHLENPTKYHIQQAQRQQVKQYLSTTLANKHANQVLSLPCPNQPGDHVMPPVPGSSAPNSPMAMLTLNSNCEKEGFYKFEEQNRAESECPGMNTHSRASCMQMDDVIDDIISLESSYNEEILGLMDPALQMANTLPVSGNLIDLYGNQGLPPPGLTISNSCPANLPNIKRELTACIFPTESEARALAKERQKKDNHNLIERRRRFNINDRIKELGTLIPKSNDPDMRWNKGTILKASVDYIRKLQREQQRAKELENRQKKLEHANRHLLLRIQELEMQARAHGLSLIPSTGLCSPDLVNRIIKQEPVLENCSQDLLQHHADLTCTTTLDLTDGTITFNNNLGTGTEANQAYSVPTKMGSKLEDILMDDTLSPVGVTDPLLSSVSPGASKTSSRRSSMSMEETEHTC
# GPR151 activ: activators of human GPR151, primary screen, cell-based, PathHunter beta-arrestin, luminescence | PathHunter beta-arrestin GPR151 cells | activation, % at 11.2 µM | 650,000 compounds, 1% hits | AID 1508602, 2020; in the data active means activation above about 4.9%;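 further: 0% = median of compound wells and 100% = cells with positive control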
# Target sequence (Q8TDV0 whole entry, looked up): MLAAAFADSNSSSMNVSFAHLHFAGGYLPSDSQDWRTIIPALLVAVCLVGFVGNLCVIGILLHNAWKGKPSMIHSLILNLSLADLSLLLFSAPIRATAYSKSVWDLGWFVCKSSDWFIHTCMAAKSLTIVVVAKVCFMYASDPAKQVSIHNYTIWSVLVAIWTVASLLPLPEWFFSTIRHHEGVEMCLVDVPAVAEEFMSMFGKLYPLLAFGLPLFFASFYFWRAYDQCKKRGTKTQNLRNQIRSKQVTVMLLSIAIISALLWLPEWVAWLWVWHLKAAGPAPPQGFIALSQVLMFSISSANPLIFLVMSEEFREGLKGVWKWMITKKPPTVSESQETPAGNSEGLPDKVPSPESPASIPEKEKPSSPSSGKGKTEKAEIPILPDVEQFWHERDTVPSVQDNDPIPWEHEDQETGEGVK
# TEAD-YAP block: TEAD-YAP interaction inhibition, primary screen, TEAD-YAP interaction inhibitor project, luminescence, HEK-TIYL cells; TEAD-Gal4/YAP UAS-luciferase luminescence; inhibition, % at 9.12 µM; 640,000 compounds, 1.4% hits; AID 1259422, 2018; in the data active means inhibition above about 32%;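 further: 0% = median of test compound wells and 100% = reference inhibitor wells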
# FBW7 act: FBW7 E3 ligase activators, primary screen, biochemical, AlphaScreen, human; F-box/WD repeat-containing protein 7 (Homo sapiens), Q969H0; AlphaScreen FBW7–phospho-cyclin E peptide binding, activator screen; normalized activity (activation), % at 26.1 µM; 650,000 compounds, 0.13% hits; in the data active means normalized activity above about 1.9%;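 further: purified mutant Fbw7 with reduced substrate affinity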
# * marks the source's active call; other numbers are inactive results; & = joins results of further samples. Hits appear at their usual frequency, and some 3.4% of all compounds hit somewhere here.
no.	compound	MITF primary	GPR151 activ	TEAD-YAP block	FBW7 act
1	COc1ccc(S(=O)(=O)NC(CC(=O)NCC2CCCO2)c2ccco2)cc1 (configuration not stated)	11.3	-0.1	-2.0	0.0
2	O=S(=O)(c1ccccc1)c1nc(-c2ccco2)oc1NCCCN1CCOCC1	14.4	-0.5	9.9	0.1
3	C=CCSc1nc2sc(C)c(C)c2c(=O)n1-c1ccccc1	-8.1	0.9	-8.2	0.1
4	CCOc1cc(/C=C2/SC(=Nc3ccccc3)N(N(C)C)C2=O)ccc1O	11.8	-0.6	-10.4	-0.2
5	O=[N+]([O-])O[C@@H]1CO[C@H]2[C@@H]1OC[C@@H]2O	11.2&-4.3	0.6&2.9	0.3	0.0&0.0
6	O=C1CC(CC(=O)N2CCC[C@H]2CO)(c2cccc(F)c2)C(=O)N1Cc1cccnc1 (some centres not stated)	1.5	-0.2	-0.1	-0.2
7	Cc1cccc(-n2c(C)cc(/C=N/NC(N)=S)c2C)c1	22.0	-1.4	-2.1	-0.1
8	C[C@H](O)C(=O)N1CCCC(C(=O)Nc2ccc3[nH]ncc3c2)C1 (some centres not stated)	-6.7	0.0	1.0	0.4
9	CCN(CCO)c1ccc(-n2c(N)c(C(=O)OC)c3nc4ccccc4nc32)cc1	-5.7	-1.4	12.0	-0.2
10	O=C(N/N=C/c1ccc(OC(=O)c2ccco2)cc1)c1ccc[n+]([O-])c1	-1.6	-7.2	8.5	-0.1
11	CN(/N=C/c1ccc(Cl)cc1)C1=NS(=O)(=O)c2ccccc21	2.4	1.3	3.4	-0.1
12	CCOCCOC(=O)C1=C(C)NC2=C(C(=O)CC(c3ccc(Cl)cc3)C2)C1c1ccc(Cl)cc1 (configuration not stated)	-1.2	7.4*	17.4	0.4
13	COc1ccc(CN2CCc3c(nc(C)[nH]c3=O)C2)c(O)c1	-5.5	-1.1	-10.5	0.1
14	O=C(NCCSc1ncc(-c2ccccc2)[nH]1)c1ccccc1	2.9	2.6	-10.7	-0.2
15	Cc1nc(N)c(C#N)c(-c2ccc(Br)s2)c1C	0.2	-0.3	-16.2	0.0
16	COc1ccc(/C=N/NC(=O)C(C)Nc2ccc(Br)cc2)cc1OC (configuration not stated)	11.4	-0.9	8.9	0.5
17	COc1ccc(C2C(C#N)=C(N)Oc3n[nH]c(C)c32)cc1COc1ccc(C(C)(C)C)cc1 (configuration not stated)	14.5	-1.3	-17.9	0.1
18	CCC(=O)Nc1nc2ccccc2n1Cc1ccccc1C	17.4	-0.3	9.0	0.6
19	NC(=O)C1(N2CCCCC2)CCN(C2CC(=O)N(c3ccc(Cl)cc3)C2=O)CC1 (configuration not stated)	9.2	-0.4	0.3	0.2
20	COc1ccc(Cc2nnc(SCC(=O)Nc3ccc(OC)cc3)n2-n2cccc2)cc1	2.9	1.2	5.2	0.0
21	CC(C)(C)c1ccc(S(=O)(=O)Nc2ccc(C(=O)Nc3ccncc3)cc2)cc1	25.8	2.7	11.5	0.1
22	COC(=O)c1ccccc1NC(=O)C1(c2cccs2)CCOCC1	2.8	-1.7	-13.1	-0.2
23	CN(C)C(=O)CSc1nc2ccccc2s1	-6.0	-2.0	-21.9	0.0
24	CCN(CC)c1ccc2c(c1)OC(N)=C(C#N)C2c1cccc(F)c1 (configuration not stated)	-13.0	-1.0	68.3*	0.5
25	O=C(CNCc1ccccc1Cl)Nc1ccc(C(=O)N2CCCCC2)cc1	71.7*	-0.4	-0.3	0.1
26	NC(=O)c1ccc(-c2cccc(C(=O)NCCc3ccc(O)cc3)n2)cc1	46.7	5.4*	17.7	0.0
27	CCN(CC)c1nc(NCCCN2CCCC2=O)nc(Nc2cc(OC)c(OC)c(OC)c2)n1	4.6&7.6	1.5&2.7	-3.7&10.2	0.0&0.0
28	O=C(NC(=S)Nc1ncccn1)c1ccc(Cl)cc1	8.0	1.9	-85.9	0.0
29	Cc1ccc(C(=O)N2CC[C@H]3[C@H](CCC(=O)N3Cc3ccccc3)C2)s1	-3.7	0.9	-8.4	0.0
30	CCCOc1ccc(CC(=O)O)cc1OC	10.3	2.7	5.9	-0.1
31	Cc1ccc(S(=O)(=O)Nc2ccc(-n3c(C)nc4ccccc4c3=O)cc2)c(C)c1	4.6	-0.7	3.8	0.0
32	COCC(=O)Nc1cccc([N+](=O)[O-])c1	4.8	-1.0	3.3	0.1
33	CCOc1ccc(Nc2nc3ccccc3n3nnnc23)cc1	-7.9	-0.1	-30.7	0.0
34	Nc1ccc(OCC[n+]2ccc(CCS(=O)(=O)O)cc2)cc1	-0.1	0.6	-8.3	0.0
35	O=C(NCCc1ccccc1)c1cc(S(=O)(=O)N2CCOCC2)ccc1F	0.5	3.3	-8.2	0.0
36	CCOc1ccc(C(CC(=O)O)NC(=O)c2ccc(C)c(Br)c2)cc1OC (configuration not stated)	14.4	0.8	-0.7	0.0
37	CN1C(=O)c2ccc(C(=O)Nc3cc(Cl)ccc3C(=O)O)cc2C1=O	-2.4	4.7	-0.3	0.3
38	Cc1ccc2nsnc2c1S(=O)(=O)Nc1ccc(I)cc1	7.0	-1.0	54.5*	-0.4
39	CCN(CC)c1nc(NCCc2ccc(OC)cc2)nc(Nc2ccc3ncccc3c2)n1	8.5	-1.2	-8.6	0.7
40	Cc1ccc2[nH]c3nc(N/N=C/c4ccccn4)nnc3c2c1	33.8	0.8	26.1	-0.7
41	CCN1CCN(CC(=O)Nc2ccccc2)C(=O)C1=O	-15.9	-1.7	-1.2	0.0
42	CCC(=O)Nc1cccc(-c2cc3ccccc3oc2=O)c1	1.6	0.9	16.6	-0.2
43	c1cc(NCC2CCCO2)nc(Nc2ccc(N3CCOCC3)cc2)n1 (configuration not stated)	-10.3	1.0	-1.0	-0.1
44	O=C(CSc1nnnn1C1CCCCC1)Nc1ccccc1F	10.3	0.8	-5.2	0.2
45	Nc1ccc(NS(=O)(=O)c2cccc(Cl)c2Cl)cc1[N+](=O)[O-]	22.5	-0.9	14.9	0.2
46	CC(C)C1C(=O)NN(c2ccccc2)C1=S (configuration not stated)	7.0	-1.1	4.2	-0.1
47	N#Cc1ccc(-c2csc(NC(=O)c3ccc(S(=O)(=O)N4CCc5ccccc5C4)cc3)n2)cc1	2.6	1.0	3.2	0.1
48	Cc1noc(/C=C/N(C)C)c1S(=O)(=O)NC1CCCCC1	4.1	0.3	-0.1	-0.3
49	Cn1c(=O)c2c(nc3n(-c4ccc(F)cc4)c(-c4ccccc4)cn23)n(C)c1=O	5.8	1.1	-2.5	-0.2
50	CCCNC(=O)c1ccccc1NC(=O)Nc1cccc2ccccc12	-1.2	0.0	13.3	-0.3

# Nos. 49 to 50 from above:
no.	compound	MITF primary	GPR151 activ	TEAD-YAP block	FBW7 act
49	Cn1c(=O)c2c(nc3n(-c4ccc(F)cc4)c(-c4ccccc4)cn23)n(C)c1=O	5.8	1.1	-2.5	-0.2
50	CCCNC(=O)c1ccccc1NC(=O)Nc1cccc2ccccc12	-1.2	0.0	13.3	-0.3

# 2 compounds from above, reduced to MITF primary and GPR151 activ:
item	molecule	MITF primary	GPR151 activ
42	CCC(=O)Nc1cccc(-c2cc3ccccc3oc2=O)c1	1.6	0.9
49	Cn1c(=O)c2c(nc3n(-c4ccc(F)cc4)c(-c4ccccc4)cn23)n(C)c1=O	5.8	1.1

# New compounds follow.
no.	compound	MITF primary	GPR151 activ	TEAD-YAP block	FBW7 act
51	CCn1ncc(C(=O)N2CCCC(c3[nH]ncc3-c3cc(C)no3)C2)c1C (configuration not stated)	2.9	-0.5	-1.4	0.0
52	COc1ccc(-n2cc(C(=O)Nc3ccc(F)c(Cl)c3)c3ccccc3c2=O)cc1	4.6	2.0	6.2	0.1
53	COc1ccc(-c2n[nH]c(=S)n2-c2ccc(C)cc2)cc1	-13.2	1.5	19.9	-0.3
54	O=C(NCC1COC2(CCCCC2)O1)c1cnccn1 (configuration not stated)	-4.7	-0.7	-7.7	0.1
55	Cc1ccc(NC(=O)c2ccccc2NC(=O)C(C)(C)C)cc1	4.2	-0.6	5.2	0.5
56	O=S(=O)(c1ccc(Cl)c(C(F)(F)F)c1)N1CCNCC1	1.8	2.6	3.6	0.1
57	Cc1sc2ncn(CC(=O)Nc3ccc(F)cc3)c(=O)c2c1S(=O)(=O)N1CCCCC1	23.2	-0.4	-8.3	0.2
58	O=C1Nc2cc(C(=O)N3CCN(c4ccccc4F)CC3)ccc2NC1CSCc1ccccc1Cl (configuration not stated)	16.0	-0.3	-5.5	-0.1
59	O=C(Nc1scc(-c2ccc(-c3ccccc3)cc2)c1C(=O)O)c1ccccc1	-10.0	1.1	7.0	0.0
60	Cc1c(Cl)cccc1NC(=S)N1CCN(C)CC1	7.8	-0.1	2.3	0.1

# Full records, quoted from the list.
# Record of `COc1ccc(-n2cc(C(=O)Nc3ccc(F)c(Cl)c3)c3ccccc3c2=O)cc1` : MITF primary: 4.6; GPR151 activ: 2.0; TEAD-YAP block: 6.2; FBW7 act: 0.1
# Record of `O=C1Nc2cc(C(=O)N3CCN(c4ccccc4F)CC3)ccc2NC1CSCc1ccccc1Cl` (configuration not stated) : MITF primary: 16.0; GPR151 activ: -0.3; TEAD-YAP block: -5.5; FBW7 act: -0.1

# More structures:
no.	compound	MITF primary	GPR151 activ	TEAD-YAP block	FBW7 act
61	O=C(c1cnn2c(C(F)(F)F)cc(-c3ccc4c(c3)OCO4)nc12)N1CCCC1	11.1	-0.1	-0.5	0.3
62	CN1C(=O)C(C)(C)COc2ccc(NC(=O)Nc3ccc(Cl)cc3)cc21	4.9	-0.8	-10.4	-0.1
63	Cc1nc(C)n(CC(=O)N2CCc3c([nH]c4ccccc34)C2c2ccccc2F)n1 (configuration not stated)	0.1	-0.3	-4.9	0.0
64	COc1nc(Nc2ccc(Oc3ccccc3)cc2)nc(-c2cccc(C(C)=O)c2)n1	11.8	-0.7	7.4	0.1
65	O=C(NC1(C(F)(F)F)NC(=O)N(c2ccccc2F)C1=O)c1cccc(Cl)c1 (configuration not stated)	-9.3	-0.5	6.0	-0.1
66	Cc1noc(C)c1COC(=O)CNC(=O)c1ccccc1F	0.5	-1.3	-2.9	0.0
67	O=C(C1CCC1)N1CCC(O)(c2ccc(F)cc2)CC1	0.7	0.3	0.6	-0.1
68	Cc1ccc(N(CC(=O)NC(C)(C)C)C(=O)CCC(=O)Nc2nccs2)c(C)c1	7.0	-1.4	6.8	0.0
69	NC(=O)c1ccc(-c2ncc(C(=O)NCCOc3ccccc3)s2)cc1	4.4	0.8	-10.6	0.0
70	Cc1cc2c(c(-c3ccc(Cl)cc3)c1)OC(CNC(=O)c1cc[n+]([O-])cc1)C2 (configuration not stated)	-2.3	0.3	6.2	-0.1
71	N#Cc1c(-c2ccc(F)cc2)cc(-c2ccccc2)nc1SCC(=O)Nc1nc2ccccc2s1	-12.1	-1.5	9.3	0.0
72	COc1ccc(C2c3c(oc4ccc(Cl)cc4c3=O)C(=O)N2c2nccs2)cc1 (configuration not stated)	-6.4	-0.3	-18.1	-0.2
73	COc1ccccc1N=C1SC(C(=O)NCCc2ccccc2)CC(=O)N1C (configuration not stated)	-5.9	0.2	-0.7	-0.2
74	Cc1ccc(C(=O)Oc2ccc(C=C3C(=O)NC(=S)NC3=O)cc2)cc1	12.4	-1.8	-0.5	0.1
75	COc1ccc(Cl)cc1Nc1nc(-c2sc(N)nc2C)cs1	-4.4	0.8	0.7	-0.3
76	Cc1ccc(N(C)S(=O)(=O)c2ccc3[nH]cc(C(=O)NCC4CCCO4)c(=O)c3c2)cc1C (configuration not stated)	21.3	3.6	8.9	1.3
77	O=C(CSCc1c(Cl)cccc1Cl)Nc1nccs1	9.1	-1.8	3.4	0.0
78	CC(=O)NC(C)(C)Cc1ccc(O)c(Br)c1	8.6	0.2	3.5	-0.1
79	CCOc1ccc2nc(SC3CC(=O)N(c4ccccc4C(F)(F)F)C3=O)sc2c1 (configuration not stated)	1.0	2.5	-30.4	-0.1
80	COc1ccccc1NC(=O)C1CC12CCN(Cc1cn[nH]c1-c1ccccc1)CC2 (configuration not stated)	-3.2	0.0	9.2	-0.2
81	COc1ccccc1CC(=O)Nc1nc2ccc(S(C)(=O)=O)cc2s1	-0.6	1.8	10.2	-0.1
82	CCCC(=O)Nc1ccc(-c2cnc(-c3ccc(NC(=O)CCC)cc3)nc2)cc1	18.7	1.0	-2.1	0.0
83	CC(C)C(=O)N1CC[C@@H]2[C@H](CCCN2C(=O)COc2ccccc2Cl)C1	-8.4	-0.1	0.0	0.0
84	CCOC(=O)C1=C(CS(=O)(=O)c2ccc(F)c(C)c2)NC(=O)NC1c1ccc(O)cc1 (configuration not stated)	-8.6	-0.3	-3.5	0.0
85	Cc1nc(C(C)NC2CCN(c3ccc(CC(=O)NCc4ccccc4)cc3)CC2)cs1 (configuration not stated)	-1.4	-1.3	-3.8	0.1
86	Cc1nn(C)cc1CN1CCN(Cc2ccccc2)C(CCO)C1 (configuration not stated)	3.4	-0.5	6.6	0.0
87	CCCOc1ccc(Cc2c(O)nc(SCc3cc(C(C)=O)ccc3OC)[nH]c2=O)cc1C	0.6	0.9	-5.0	0.1
88	CCOC(=O)C1CCC(CN(Cc2c(Cl)cccc2Cl)S(=O)(=O)c2ccc(Br)cc2)CC1 (configuration not stated)	-3.1	0.2	0.8	0.0

# As entered above:
# Value for no. 61 under MITF primary: 11.1
# Value for no. 73 under TEAD-YAP block: -0.7
# Value for no. 70 under FBW7 act: -0.1
# Value for no. 11 under TEAD-YAP block: 3.4
